Screening results from PubChem.
Runt-SMMHC FRET – blocks binding of human RUNX1 Runt domain to CBFb-SMMHC; Q01196+Q13951; Cerulean-Runt/Venus-CBFb-SMMHC FRET ratio 530/480, 1 h; inhibition, % at 20 µM; hit rate 0.74% among 220,000;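 active = mean inhibition across duplicate retests at 20 µM reaching about 50%, limit read from the data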;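 note: 0% = DMSO wells and 100% = wells with excess untagged CBFb-SMMHC; inhibitors lower the FRET ratio by blocking Runt binding to CBFb-SMMHC; some results filed as inactive read as strong as hits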
PPC-1+TRAIL kill – PPC-1 cancer cell killing with TRAIL present; PPC-1 cells + TRAIL, ATPLite viability luminescence; cell killing (% activity), % at 4 µM; hit rate 0.41% among 220,000; AID 1443;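 active = cell killing above 50% in the first pass at 4 µM, then a duplicate retest at 5 µM averaging 50% or more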;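 note: plate controls were cells with TRAIL plus DMSO for no effect and medium-only wells lacking cells for full effect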
NCF1 inh – inhibitors of human p47phox binding; P14598; hit rate 0.53% among 220,000; p47phox/p22phox peptide binding, fluorescence polarization, 2 h; inhibition, % at 24.7 µM;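 active = inhibition above about 30%, limit read from the data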;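 note: 0% = p47phox with labelled peptide and 100% = labelled peptide alone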
Target sequence (P14598 whole entry, looked up): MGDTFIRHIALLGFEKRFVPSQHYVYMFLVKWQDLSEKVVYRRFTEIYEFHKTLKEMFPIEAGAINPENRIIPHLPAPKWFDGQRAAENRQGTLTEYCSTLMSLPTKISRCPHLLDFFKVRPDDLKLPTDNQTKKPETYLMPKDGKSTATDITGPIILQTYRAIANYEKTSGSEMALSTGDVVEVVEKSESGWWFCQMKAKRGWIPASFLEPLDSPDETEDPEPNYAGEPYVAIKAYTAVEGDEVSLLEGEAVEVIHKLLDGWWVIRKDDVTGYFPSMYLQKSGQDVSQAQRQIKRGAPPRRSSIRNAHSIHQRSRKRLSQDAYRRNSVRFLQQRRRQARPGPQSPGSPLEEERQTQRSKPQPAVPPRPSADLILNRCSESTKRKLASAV
EBV gp42 block – blocks Epstein-Barr virus glycoprotein 42 binding; Q1HVG2; hit rate 0.42% among 220,000; Fluorescence polarization binding assay, mP read-out; inhibition, % (tested at 21.74 µM); in the data active = inhibition above about 50%
zfTRPN1 agonist – agonists of zebrafish TRPN1 channel; HEK293 zebrafish TRPN1-YFP, Fluo-8 calcium fluorescence; 100% = response to 87 µM carbachol; activation, % at 3 µM; hit rate 0.18% among 220,000; AID 1424;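 active = activation above its plate's cutoff, the mean activation of test wells on that plate plus 3 SD, cut at about 19% in these data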;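 note: 0% = DMSO alone and 100% = 87 µM carbachol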
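System: zebrafish TRPN1-YFP in HEK293 cells / Dosing: 3 µM single point / Timing: dye loading 1 h at 37 °C, then 30 min room temperature / Signal: Fluo-8 calcium fluorescence, excitation 470-495 nm, emission 515-575 nm / Read-out basis: percent activation from peak over basal fluorescence ratio, control-normalized / Control set: high carbachol 87 µM, low DMSO alone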
TNF necrop inh – TNF-alpha cell death inhibition in Jurkat FADD-/- cells; hit rate 0.068% among 220,000; activation (protection from cell death), % at 10 µM; Jurkat FADD-/- TNF necroptosis rescue, ATP luminescence, 24 h; 0 = TNF only, 100 = no-TNF cells;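 active = activation, meaning protection from cell death, of at least 50% relative to plate controls; inactive = activation below 50%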;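 note: necroptosis triggered by 40 ng/mL TNF-alpha added together with compound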
TRPML3 ag – human mucolipin-3 channel agonism; Q8TDD5; HEK293 TRPML3-YFP, Fluo-8 calcium fluorescence; 100% = the carbachol control signal; activation, % at 3 µM; hit rate 0.29% among 220,000;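 active = activation above its plate's cutoff, the mean activation of the plate's test wells plus 3 SD, cut at about 12% in these data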;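 note: 0% = DMSO only wells and 100% = carbachol wells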
Target sequence (Q8TDD5 whole entry, looked up): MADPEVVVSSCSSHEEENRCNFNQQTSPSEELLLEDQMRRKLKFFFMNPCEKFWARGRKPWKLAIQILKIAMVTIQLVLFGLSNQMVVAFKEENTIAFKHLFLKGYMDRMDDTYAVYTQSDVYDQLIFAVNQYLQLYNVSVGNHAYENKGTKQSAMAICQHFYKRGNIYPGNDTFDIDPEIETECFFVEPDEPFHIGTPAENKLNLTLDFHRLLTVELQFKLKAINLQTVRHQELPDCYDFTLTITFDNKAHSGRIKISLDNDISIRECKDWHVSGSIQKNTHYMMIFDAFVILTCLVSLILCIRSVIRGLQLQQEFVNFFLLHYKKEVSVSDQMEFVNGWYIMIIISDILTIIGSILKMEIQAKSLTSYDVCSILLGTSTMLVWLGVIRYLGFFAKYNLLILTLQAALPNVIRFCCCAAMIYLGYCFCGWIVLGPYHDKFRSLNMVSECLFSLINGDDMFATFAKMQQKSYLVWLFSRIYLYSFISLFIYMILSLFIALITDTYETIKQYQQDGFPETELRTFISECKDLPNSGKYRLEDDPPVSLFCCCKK
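system = HEK293 cells stably carrying human TRPML3-YFP | doses = one concentration, 3 µM nominal, 0.3% DMSO | timing = dye loading 1 h 37 °C then 30 min ambient, 125 s read | detection = Fluo-8 calcium dye fluorescence, ex 470-495, em 515-575 nm | benchmarks = high control carbachol 87 µM, low control DMSO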
CHOP inh – blocks CHOP induction under ER stress; CHO-K1 CHOP-promoter luciferase, tunicamycin-induced, 15-18 h; inhibition, % at 10 µM; hit rate 3.8% among 220,000;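 active = compounds that reduced the stress-induced luciferase reporter signal by more than about 70% of percent inhibition, limit read from the data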;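 note: 0% = tunicamycin plus vehicle and 100% = wells without tunicamycin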
Mdm2 ligase inh – blocks human Mdm2 ubiquitin ligase activity | cell-based MDM2 ubiquitination luciferase reporter, 2 h; 0 = plate control, 100 = twice control, blank-subtracted | signal enhancement, % at 5 µM | hit rate 0.11% among 210,000 | AID 1230;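 active = signal enhancement of 30% or more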;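 note: luminescence tracks abundance of the self-degrading MDM2-luciferase fusion protein; higher signal means inhibition of MDM2 E3 ligase activity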
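Material: Stable MDM2–luciferase fusion reporter cells | Amount: 2000 cells seeded into each well | Dosing: One concentration, 5 µM, with 0.2% DMSO | Incubation: 4 h cell settling then 2 h compound exposure, 37 °C | Measured by: Luciferase luminescence | Read-out basis: % enhancement relative to plate controls after blank subtraction | Benchmarks: Control and blank well means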
* marks the source's active call; other numbers are inactive results; nt = not tested or not shown; [ ] = dose if it differs, or a comment.

SMILES	Runt-SMMHC FRET	PPC-1+TRAIL kill	NCF1 inh	EBV gp42 block	zfTRPN1 agonist	TNF necrop inh	TRPML3 ag	CHOP inh	Mdm2 ligase inh
Brc1cccc(-c2nnc3n2CCCCC3)c1	2.2	-8.9	-23.2	-14.4	0.6	-1.6	0.8	24.5	8.3
COc1ccc(S(N)(=O)=O)cc1C(=O)NCCCN1CCN(c2ccc(C)cc2)CC1	-4.7	18.4	-13.1	-9.9	3.9	-1.6	0.0	-1.0	-3.9
Cc1ccc2c(CN3CCC(C)CC3)cc(=O)oc2c1	-0.7	18.1	-8.5	-10.3	-0.7	0.6	0.6	26.6	-2.7
CC(=O)N(c1cccc(Cl)c1)c1nc(C)cc(C)c1C#N	-0.6	-9.1	-7.8	-13.5	0.0	5.1	0.7	-31.7	-2.6
c1ccc(-c2ncnc3cc4n(c23)CCC4)cc1	2.8	0.1	-7.0	-4.5	1.2	-2.0	0.8	24.8	-7.8
O=C(c1cc2ccccc2o1)N1CCN(c2ccccc2Cl)CC1	0.4	23.0	-9.8	-48.2	-0.6	-4.6	-0.7	81.9*	-19.8
CC(C)CC(=O)N1CCN(Cc2cccc([N+](=O)[O-])c2)CC1	-5.6	16.0	-5.2	6.5	0.8	-0.2	-0.6	9.2	4.8
CSc1nc(-c2ccccc2)[nH]c(=S)c1C(C)=O	-3.0	21.9	-6.4	-10.0	0.0	-0.1	0.8	-34.1	-2.6
CC(=O)Nc1nnc(SCc2cc(=O)c(OC(=O)c3ccccc3)co2)s1	2.1	-3.5	nt	-5.4	0.4	-0.5	1.1	22.5	-7.0
Cn1c[n+](C)cc1-c1ccc(/C(N)=N/O)cc1	-4.2	18.4	-2.1	-17.3	-0.3	0.5	-0.2	-26.9	2.6
CCOC(=O)N/N=C1\CC(C)S(=O)(=O)c2ccc(Cl)cc21 (centres undefined)	2.2	10.8	1.8	0.2	0.2	1.9	0.1	-26.8	-82.9
CCOC(=O)Nc1nnc(Cc2ccc(Cl)c(Cl)c2)s1	-3.2	-1.8	-17.7	-17.7	-0.3	0.4	0.7	34.4	-2.3
COc1ccc(CNC(=S)N/N=C/c2ccc(O)c(OC)c2)cc1	4.6	7.4	-8.5	-3.8	-1.2	0.7	-1.0	-7.5	-16.0
CC(=O)C1=C(C)N(Cc2ccccc2)C(=O)N[C@@H]1c1cccc(C(F)(F)F)c1	1.8	19.9	-3.9	-9.6	3.1	0.0	1.0	11.7	nt
COc1ccc(Cl)cc1NC(=O)CSc1nc2sccc2c(=O)[nH]1	-10.6	16.0	-7.6	10.0	1.5	-1.5	0.3	-12.2	-15.5
COc1ccc(N(/N=C2\Sc3ccccc3C2=O)C(C)=O)cc1	-1.7	4.7	-24.4	-12.6	1.0	-6.6	-0.2	55.1	-12.4
Cc1ccc(OCc2nnc(SCC(=O)Nc3nccs3)n2-c2ccccc2)cc1C	-1.3	8.8	10.4	-11.1	1.3	-0.2	1.0	75.2*	-13.1
CCCCN(Cc1ccco1)C(=O)c1cc2c(=O)[nH]c3ccc(C)cc3c2s1	19.8	20.6	-23.5	8.4	-0.5	-8.5	-0.3	72.7*	-19.1
CSc1nc2n(n1)C(c1cc(Br)ccc1F)C(C(=O)N(C)C)=C(C)N2 (centres undefined)	-5.1	-6.6	-10.5	0.1	1.1	1.1	0.8	46.9	-3.3
CCOC(=O)NC(Nc1nnc(SCC)s1)(C(F)(F)F)C(F)(F)F	-2.9	3.5	-13.8	-25.6	-0.2	0.3	0.3	-3.4	-7.2
Cc1noc(C)c1C(=O)N1CCC2(CC1)Oc1ccc(F)cc1C(=O)C21CC(c2ccc(Cl)cc2)=NO1 (centres undefined)	-4.1	3.5	-2.2	-5.3	nt	3.1	nt	9.7	5.5
CCOC(=O)N1CCN(CCC(=O)Nc2ccc(Br)c(C)c2)CC1	2.4	-1.1	-4.2	-6.2	4.5	3.6	2.1	-5.7	-3.5
Cc1c(NC(=O)c2ccc(COc3ccc4ccccc4c3)o2)c(=O)n(-c2ccccc2)n1C	-6.7	25.6	-4.4	-6.2	-0.4	-2.6	0.8	18.0	-5.4
Cc1cc(C(=O)OC(C)C(=O)Nc2cccc(S(=O)(=O)N3CCOCC3)c2)c(C)o1 (centres undefined)	-5.2	-7.9	-7.9	-4.6	-1.5	0.6	-0.4	16.2	0.8
COc1ccc(C(OC(=O)c2ccco2)C(=O)NCc2ccc(C)cc2)cc1 (centres undefined)	-1.9	19.6	-4.8	-6.3	-1.4	6.3	-0.3	8.2	-10.5
C[C@@H]1C=C[C@](Cc2ccccc2)(C(=O)NCCc2c[nH]c3ccccc23)N1C(=O)c1ccccc1	2.1	25.6	-12.4	-4.9	1.0	-0.4	-0.5	46.2	nt
CC(=O)Nc1ccccc1OC(C)C(=O)N1CC(C)CC(C)C1 (centres undefined)	-5.3	6.4	0.1	-8.0	1.9	-2.9	0.7	12.6	-10.4
COCCn1nnnc1C(c1ccccc1)N1CCN(C)CC1 (centres undefined)	-2.1	8.5	-5.4	-0.7	-0.6	-1.9	0.3	10.1	-10.8
COc1cc(S(=O)(=O)N2CCCCC2)c(OC)cc1Br	nt	nt	2.3	-19.2	-1.6	-1.9	-0.6	10.4	-16.4
CCS(=O)(=O)N1CCC(C(=O)NCCCN2CCN(c3ccccc3F)CC2)CC1	-0.3	-0.6	6.5	-27.0	0.5	0.5	-0.1	-5.6	-4.3
CC(C)(C)NC(=O)C(c1ccc(O)cc1)N(C(=O)Cn1nnc(-c2ccc(F)cc2)n1)c1ccccc1F (centres undefined)	-4.1	3.8	1.4	-4.8	1.0	1.9	0.0	1.3	-10.7
COc1ccccc1C(c1nnnn1C(C)(C)C)N1CCCc2ccccc21 (centres undefined)	-1.1	25.1	0.0	1.9	-0.2	-2.0	0.4	10.3	-17.2
O=C(CN(Cc1ccco1)C(=O)c1cc(=O)[nH]c2ccccc12)Nc1ccccc1C(F)(F)F	5.4	11.8	-6.8	-8.2	1.5	-2.9	1.0	15.3	-4.5
CCn1ncc(CN2CCCC(CNC(=O)c3ccc(F)cc3)C2)c1C (centres undefined)	nt	nt	-1.3	1.5	2.5	0.1	0.0	5.6	-6.0
Cc1ccc(NC(=O)CS(=O)CC(=O)N(C(C)C(=O)NC2CCCCC2)C(C)(C)C)cc1 (centres undefined)	nt	nt	-11.4	-6.2	0.4	0.3	0.4	9.8	-7.4
CCN1CCc2nc(NC(=O)Cc3ccc4c(c3)OCCO4)sc2C1	39.4	15.5	-13.6	-17.4	1.7	0.4	1.0	-4.7	-8.8
Cc1nn(Cc2ccccc2)c(C)c1/C=N/NC(=O)c1ccncc1	0.1	-5.4	-1.9	-13.6	4.4	5.5	2.2	-3.0	-17.1
COc1ccc(C(=O)N/N=C/c2ccccc2C(=O)O)cc1OC	-0.1	16.6	-5.4	-6.2	2.1	1.2	1.0	1.1	nt
CCn1cc(Br)c(-c2nc3ccccc3c(=O)n2N)n1	0.6	19.4	-8.4	-19.3	-1.1	-1.1	0.0	89.8*	-10.3
CC(=O)Nc1ccc(N/C=C/C(=O)C(C)(C)C)cc1	-0.2	12.6	-5.9	-4.0	0.7	-0.8	0.3	21.0	-8.1

Grouped by structure: the entries above containing a thiophene ring, fused or not (2)
SMILES	Runt-SMMHC FRET	PPC-1+TRAIL kill	NCF1 inh	EBV gp42 block	zfTRPN1 agonist	TNF necrop inh	TRPML3 ag	CHOP inh	Mdm2 ligase inh
COc1ccc(Cl)cc1NC(=O)CSc1nc2sccc2c(=O)[nH]1	-10.6	16.0	-7.6	10.0	1.5	-1.5	0.3	-12.2	-15.5
CCCCN(Cc1ccco1)C(=O)c1cc2c(=O)[nH]c3ccc(C)cc3c2s1	19.8	20.6	-23.5	8.4	-0.5	-8.5	-0.3	72.7*	-19.1

Next part:
SMILES	Runt-SMMHC FRET	PPC-1+TRAIL kill	NCF1 inh	EBV gp42 block	zfTRPN1 agonist	TNF necrop inh	TRPML3 ag	CHOP inh	Mdm2 ligase inh
CC(C)n1nc(C(=O)Nc2nnc(C3CC3)s2)c2ccccc2c1=O	-0.9	4.4	-7.3	-2.5	0.6	0.4	-0.4	-8.7	-40.7
C/C(=N/n1cnnc1)c1cccnc1	-8.6	34.8	0.2	-12.3	1.0	0.3	0.4	-0.8	-10.9
O=C(Nc1cc(Cl)cc(Cl)c1)c1ccc(Cn2c(=O)[nH]c3ccsc3c2=O)cc1	-1.6	5.9	-10.2	-7.8	-1.0	1.4	0.4	94.2*	nt
CCOc1ccccc1CN1C(=O)c2ccccc2C1C(=O)NC(C)CC (centres undefined)	1.6	-2.0	-11.1	-10.6	1.1	0.6	0.5	12.5	-20.9
CCOC(=O)c1c(C)nc2c(c1-c1cc(OC)ccc1OC)C(=O)c1ccccc1-2	-1.4	-4.5	-9.2	-7.4	-0.3	0.8	-0.1	-25.9	2.1
COc1ccc([N+](=O)[O-])cc1N(CC(O)CN(C)C)S(=O)(=O)c1ccc(C)cc1 (centres undefined)	1.3	8.6	-7.6	-4.8	-0.5	2.4	0.6	38.5	-1.4
O=C(Oc1ccc(OC(=O)c2ccco2)c(S(=O)(=O)c2ccc(Cl)cc2)c1)c1ccco1	0.3	7.3	-2.1	0.6	1.6	1.5	-0.6	9.6	nt
CCOC(=O)c1c(-c2ccccc2)csc1NC(=O)CSc1nc(C)cc(C)n1	0.9	10.3	-18.3	-8.2	-0.8	-5.2	0.1	69.6	-90.7
COCCn1c(SCC(=O)Nc2ccc(C)cc2)nc2c(oc3ccccc32)c1=O	-13.1	29.5	22.7	3.9	0.2	2.2	0.6	69.3	-10.1
COc1ccccc1N1CCN(C(CNS(=O)(=O)c2cccs2)c2cccnc2)CC1 (centres undefined)	2.2	3.0	-4.5	-2.1	-0.5	-1.0	-0.2	20.5	-4.7
Cc1cc(C)c(C#N)c(SCc2ccccc2C(=O)O)n1	0.7	-19.8	1.4	-13.9	0.1	0.3	0.3	15.5	-7.2
O=C(O)[C@@H]1CCCN1C(=O)c1ccco1	2.5	6.1	-6.7	1.8	1.1	-0.3	1.0	-12.1	3.8
COC(=O)C1CCN(C(c2cc(OC)c(OC)c(OC)c2)c2sc3nc(C)nn3c2O)CC1 (centres undefined)	1.7	-9.5	-4.4	-2.8	-2.2	1.8	0.0	1.6	-8.4
CN(C)c1ccc(-c2nc3ccccc3n2C)cc1	-2.6	88.0*[5 µM]	nt	nt	-0.5	-7.0	-1.2	nt	-70.9
Cc1cc(C)n(-c2nc(C)nc3sc4c(c23)CCC(C)C4)n1 (centres undefined)	-0.3	12.5	3.9	-12.0	-1.5	-0.3	0.2	9.2	-4.3
Clc1ccccc1CN1CCN(/N=C/c2ccncc2)CC1	3.6	-2.5	-2.0	-5.6	5.0	0.6	2.0	7.1	-38.6
C=CCn1c(CCCNC(=O)C(C)(C)C)nc2ccccc21	0.0	-29.8	-3.4	-0.5	-1.3	3.6	-0.1	-10.3	-5.0
